Source: PubChem (Emory University Molecular Libraries Screening Center)
14-3-3g Raf = alters human 14-3-3 gamma binding to Raf peptide; P61981; FP, 14-3-3gamma / TMR-pS259-Raf peptide binding; inhibition, % at 40 µM; hit rate 0.19% among 160,000; AID 422; in the data active = inhibition above about 30%;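 note: 0% = protein plus tracer without compound and 100% = blank with tracer alone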
Target sequence (P61981 whole entry, looked up): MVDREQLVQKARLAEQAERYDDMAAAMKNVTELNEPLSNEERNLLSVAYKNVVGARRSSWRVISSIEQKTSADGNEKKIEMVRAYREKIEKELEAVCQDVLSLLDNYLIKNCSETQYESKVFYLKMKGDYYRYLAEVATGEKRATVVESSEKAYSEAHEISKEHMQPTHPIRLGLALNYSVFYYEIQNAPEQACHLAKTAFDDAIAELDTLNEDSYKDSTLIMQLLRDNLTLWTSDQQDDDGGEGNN
An asterisk follows results filed as active; & = joins results of further samples. Some of the compounds tested; the hit share may differ from the screen's.

Compound,14-3-3g Raf
CCOC(=O)N=S(N)(=O)c1ccc(Cl)cc1 (stereo not given),2
NC(=O)COC(=O)c1ccc(S(=O)(=O)N2CCCCCC2)cc1,2
Cc1ccc(CNC(=O)CSc2nc(Nc3ccc(F)cc3)c3ccccc3n2)cc1,-4
COc1ccc(CNC(=O)Nc2cccc(C)c2)cc1,3
CC1(C)Cc2c(sc3ncn4nc(-c5ccc(F)cc5)nc4c23)C(C)(C)N1,-4
COc1ccc(N=c2oc3c(C)ncc(CO)c3cc2C(=O)Nc2ccc(C)cc2)c(OC)c1,-58
O=C(CSc1c2c(nc3ccccc13)CCC2)Nc1cnc2ccccc2c1,-41
Cc1cc2c(cc1C)N(C(=O)CSc1nc3ccccc3[nH]1)C(C)(C)CC2C (stereo not given),5
O=C(c1ccco1)N1C(=O)c2cccc3cccc1c23,-12
CCC1SC2=NC(C)=C(C(=O)OCCOC)C(c3ccc(C(C)(C)C)cc3)N2C1=O (stereo not given),-7
N#Cc1cc2c(nc1SCc1ccccc1)CCCC2=O,-6
CN(C(=O)C1CCCO1)c1nnc(-c2ccncc2)s1 (stereo not given),4
COc1cccc(-c2cc(C(F)(F)F)nc(N3CCN(c4ccccc4OC)CC3)n2)c1,-7
COc1ccc([N+](=O)[O-])cc1NC(=O)Cn1c(=O)sc2ccccc21,-6
CC(C)CCC1=NN(C(=O)c2cccc(Br)c2)C(O)(C(F)(F)F)C1 (stereo not given),2
O=c1c2ccc(-c3nnc4n3-c3ccccc3SC4)cc2nc2n1CCCCC2,0
COc1ccc(Br)cc1C(=O)Nc1ccc(Cl)cn1,-3
O=C(Nc1nnc(-c2ccco2)s1)C1CCCCC1,-6
C[N+](C)(C)CC=O,-1
Cn1cccc1Cc1nnc(SCC(=O)NCc2ccc(F)cc2)n1-c1ccc(F)cc1,-3
COCCn1c(=O)c2c3c(sc2n(CC(N)=O)c1=O)CCCC3,-9
CCN(CC)CCCNC(=O)CC1Oc2ccc(C)cc2NC1=O (stereo not given),-4
CCOc1ccccc1C1C(C(=O)Nc2ccccc2OC)=C(C)Nc2nc(CCCO)nn21 (stereo not given),-1
CCOC(=O)c1ccc(Nc2ncnc3c2cnn3-c2ccc(C)cc2)cc1,-3
COc1ccc(S(=O)(=O)Nc2c(C)cccc2C)c2cccnc12,4
O=C(CN1CCc2ccccc2C1)Nc1ccc(Oc2ccccc2)cc1,-1
Oc1c(C(c2ccc(F)cc2)N2CCc3ccccc3C2)sc2ncnn12 (stereo not given),2
CCOc1ccc(CCNC(=O)C2CCN(S(=O)(=O)CC)CC2)cc1OCC,-4
C=CCOC(=O)C1=C(C)Nc2nnnn2C1c1cc(Br)ccc1OC (stereo not given),-1
COC(=O)c1c(NC(NC(=O)c2ccc(OC)cc2)(C(F)(F)F)C(F)(F)F)sc2c1CCN(C)C2,-11
Cc1ccc2nc(-c3ccc(Cl)c(NC(=O)Cc4ccccc4)c3)oc2c1,-16
Cc1cc(C)cc(NC(=O)C2C3C=CC4(O3)C2C(=O)N(Cc2ccc(F)cc2)C4C(=O)NC2CCCCC2)c1 (stereo not given),-59
Cc1cc2cc(C(c3nnnn3Cc3ccco3)N3CCc4ccccc4C3)c(=O)[nH]c2cc1C (stereo not given),-15
COc1ccc([N+](=O)[O-])cc1C1Oc2nc(SC)nnc2-c2ccccc2N1C(C)=O (stereo not given),0
CCc1cc(=O)oc2cc(OCC(=O)N(CC)CC)c(Cl)cc12,-9
CC(c1ccccc1)N1C(=O)c2ccc(C(=O)NCc3ccco3)cc2C1=O (stereo not given),3
Cc1cc(=O)oc2[nH]c(=S)[nH]c(=O)c12,-4
Cc1nnc(NC(=O)CSc2nnc(Cc3cccn3C)n2-c2ccccc2)s1,-1
Cc1sc2ncnc(N[C@@H](CCC(=O)O)C(=O)O)c2c1C,0
CC(=O)N1CCc2cc(S(=O)(=O)NCCC(=O)NCc3ccc(F)cc3)ccc21,0
CCCc1nc2c(=O)[nH]c3ccccc3c2o1,3
COC(=O)c1ccc2c(=O)n(CCN3CCOCC3)c(SCC(=O)NC3CCCCC3)nc2c1,-1
Cc1ccc(NC(=O)CNc2cccc(C)c2C)c(C)c1,0
COc1cc2c(C(=O)N3CCN(C)CC3)cn(CC(C)C)c(=O)c2cc1OC,6
Cc1ccc(-c2ccc(=O)n(CC(=O)O)n2)cc1,2
CCOC(=O)c1c(C)[nH]c(NC(=O)Nc2c(C)n(C)n(-c3ccccc3)c2=O)c1C,-2
COc1ccc2oc(=Nc3ccc(-c4nc5ccc(C)cc5s4)cc3)c(C(=O)NC(C)=O)cc2c1,-9
O=C(Cn1ccc2ccccc2c1=O)NCC(=O)Nc1ccc(C(F)(F)F)cc1,-5
CC(=O)Nc1ccc(S(=O)(=O)NC(C)(C)C)cc1,1
O=S1(=O)CCC(N=Cc2cc(Br)ccc2O)C1 (stereo not given),1

Next results follow.
Compound,14-3-3g Raf
CC1CCN(C(=O)COc2ccc3c(c2)C(=O)CC(C)(C)O3)CC1,2
CCc1ccc(Nc2cc(C(=O)NCc3cccnc3)c3ccccc3n2)cc1,-7
Cc1cc(-c2nnc3sc(C4CCCCC4)nn23)n[nH]1,-5
N#Cc1c(SCC(=O)C2CC2)nsc1SCC(=O)C1CC1,4
COCCSc1ccccc1C(=O)Nc1cc(C)on1,-4
CN(C)c1ccc(NC(=O)CCn2c(=S)oc3ccccc32)cc1,-57
COc1ccc(S(=O)(=O)Nc2ccccc2Br)cc1OC,-8
Cc1oc2cc(Br)c(OC(=O)C(C)(C)C)cc2c1C(=O)OC(C)C,1
O=C(CSc1nnc(CN2CCCCCC2=O)n1-c1ccccn1)NCC(F)(F)F,2
N#CCSC1=Nc2ccccc2C2=NC(CCC(=O)NCc3cccs3)C(=O)N12 (stereo not given),-1
Cc1nc2nc(SCC(=O)N3CCC(C)CC3)nn2c(C)c1Cc1ccccc1Cl,2
COc1ccc(N2C(=O)c3ccccc3NC2c2cccc(F)c2)cc1 (stereo not given),-6
Cn1c(=O)c2c([nH]c(=S)n2CC2CC2)n(C)c1=O,-4
Cc1cc(C)n2nc(S(=O)(=O)N(C)Cc3ccccc3)nc2n1,4
COc1ccc2cc(C(=O)Nc3cccc(C)c3)c(=Nc3ccc(C(=O)O)cc3)oc2c1,-8
O=c1oc2cc3occ(-c4ccc5c(c4)OCO5)c3cc2c2ccccc12,-24
O=C(CSc1nc2[nH]ncc2c(=O)n1-c1ccccc1)Nc1ccc(Cl)cc1,-12
FC(F)Oc1ccccc1C1C=C(c2ccc(Cl)cc2)Nc2nnnn21 (stereo not given),12
O=C(NCCc1c[nH]c2ccccc12)c1cccn2c(=O)c3sccc3nc12,0
COc1ccc2c(CN(C)c3ccccc3)cc(=O)oc2c1,-1
O=C(CC1CCCCC1)NCC1CCCO1 (stereo not given),-7
COc1ccc(Nc2ccc(-c3n[nH]c(=O)c4ccccc34)cc2[N+](=O)[O-])cc1,-5
O=C(Nc1ccccc1C(F)(F)F)c1cc(-c2cccc(O)c2)on1,0
COc1ccc(C)cc1NC(=O)c1cn(CC(C)C)c(=O)c2cc(OC)c(OC)cc12,-10
O=C(NC1CCCC1)C1CCCN(S(=O)(=O)c2ccc(Br)s2)C1 (stereo not given),-1
COc1ccc(N2CCN(C(=O)c3ccc(CS(=O)(=O)c4ccc(OC)cc4)o3)CC2)cc1,0
O=C(O)c1ccc(NC(=O)c2cccs2)c(NC(=O)c2cccs2)c1,6
O=C(CSc1nnnn1-c1ccc(O)cc1)NC1CCCCC1,-2
CC(C)CCNC(=O)C(C)N(Cc1ccc(F)cc1)C(=O)c1ccc(CN2CCCCC2)o1 (stereo not given),-5
COCc1cc(C)nc2sc(C(=O)N3CCOCC3)c(N=P(c3ccccc3)(c3ccccc3)c3ccccc3)c12,-6
CC(=O)Nc1nc(CC(C)C)cc(-c2cccc(Br)c2)c1C#N,-4
COc1ccc(OC)c(S(=O)(=O)N2CCOCC2)c1,3
COc1ccc(CC(=O)OC(C)CN2CCCC2)cc1 (stereo not given),-7
O=C(c1ccc(N2CCCC2=O)cc1)N1CCCCC1,-7
COc1ccc(CSc2nc3ccccc3c(=O)n2-c2ccccc2)cc1OC,-3
COc1ccc(-n2cnnc2SCc2csc(-c3ccccc3)n2)cc1,-6
Cc1cc(-c2cc(-c3ccc(Cl)cc3)nc(N)c2C#N)co1,6
CCCCOC(=O)C1C2C=CC3(CN(C4CCCCC4)C(=O)C13)O2 (stereo not given),-6
O=S(=O)(CCc1nc2ccccc2[nH]1)c1ccc2ccccc2c1,-4
COc1ccc(-c2cc(C(=O)N3CCCc4ccccc43)no2)cc1OC,-5

As a working copy, part of the list above:
Compound,14-3-3g Raf
CC(=O)Nc1nc(CC(C)C)cc(-c2cccc(Br)c2)c1C#N,-4
COc1ccc(OC)c(S(=O)(=O)N2CCOCC2)c1,3
COc1ccc(CC(=O)OC(C)CN2CCCC2)cc1 (stereo not given),-7
O=C(c1ccc(N2CCCC2=O)cc1)N1CCCCC1,-7
COc1ccc(CSc2nc3ccccc3c(=O)n2-c2ccccc2)cc1OC,-3

New compounds follow
Compound,14-3-3g Raf
COc1ccccc1NC(=O)C1=C(C)Nc2nc3ccccc3n2C1c1ccccc1OC(F)F (stereo not given),3
Cc1ccccc1-n1nc2c(c1NC(=O)C1CC1)CS(=O)C2 (stereo not given),-5
O=C(O)c1cccc([N+](=O)[O-])c1C(=O)Nc1ccc(Cl)cc1,-2
COc1ccc(-n2c(-c3ccc(F)cc3)cn3c4c(=O)n(C)c(=O)n(C)c4nc23)cc1,-1
CC1=C(C(=O)OCC2CCCCC2)C(c2ccc(Cl)cc2)NC(=O)N1 (stereo not given),-1
Cc1nc2sc(C(c3ccc(C(C)C)cc3)N3CC(C)OC(C)C3)c(O)n2n1 (stereo not given),-13
Cc1ccc(Cn2cccc(NC(=O)c3ccco3)c2=O)cc1,-4
CCSc1nnc(-c2ccc(C)c(S(=O)(=O)N3CCN(C)CC3)c2)c2ccccc12,0
CCN(CC)CCNC(=O)c1c(O)c2cccc3c2n(c1=O)CCC3,5&-2
CCCCCc1ccc(C(=O)Cc2ccc(OCC)cc2)cc1,-1
Cc1nn(C)cc1CNC(=O)c1ccccc1Br,0
Cc1ccc(S(=O)(=O)CC(=O)N(C)C)cc1,-5
CCSc1nnc(NC(=O)CC)s1,1
COC(=O)c1ccc(N=c2cc(-c3ccc(OC)cc3)oc3ccc(C)cc23)cc1,4
COc1cc2c(=O)n(Cc3ccco3)c(=O)n(CC(=O)N3CCCCC3C)c2cc1OC (stereo not given),0
COc1ccc(NS(=O)(=O)c2ccc3oc4ccccc4c3c2)cn1,-4
CC(C(=O)NCc1ccccc1Cl)C1Sc2ccccc2N(Cc2ccc(F)cc2)C1=O (stereo not given),-10
Cc1ccc(-c2nc3ccc([N+](=O)[O-])cc3[nH]2)cc1,6
O=C(c1ccn(C(=O)c2cccc(Cl)c2)n1)N1CCOCC1,-5
CC1=C(C(=O)OC2CCCC2)C(c2ccc(C(F)(F)F)cc2)C2=C(CC(c3cccs3)CC2=O)N1 (stereo not given),3
COc1ccccc1OCC(=O)Nc1ccc(S(=O)(=O)Nc2nc(C)cc(C)n2)cc1,-2
COc1ccc(Cl)cc1NC(=O)CCS(=O)(=O)c1ccc(Br)cc1,-11
CCCS(=O)(=O)N1CCN(C(=O)c2ccccc2F)CC1,5
CCCCc1nc(NCCC(C)C)c(C#N)c2c1CCCC2,-1
Brc1ccc2nc(-c3ccco3)c(Nc3ccc4c(c3)OCO4)n2c1,-21
O=C(Nc1cnc2ccccc2c1)c1ccc(Br)o1,0
CC(=O)c1cc2c(cc1NC(=O)CCn1cccc1)OCO2,-1
CCc1nc(NC(=O)NS(=O)(=O)c2ccccc2C(=O)OC)nc(OC)n1,6
c1ccc2c(c1)NC(c1ccncc1)n1c-2nc2ccccc21 (stereo not given),5&-3
Cc1ccc(C)c(NC(=O)CSc2nc3c([nH]c4ccccc43)c(=O)n2C)c1,-4
COc1ccc(OC)c(NC(=O)CNC(=O)Cn2ccc3ccccc3c2=O)c1,1
O=C(NCCSc1c(-c2ccccc2)[nH]c2ccccc12)c1ccco1,-11
O=C(COC(=O)c1ccccc1I)c1ccc(NC(=O)c2ccccc2)cc1,-25
COc1cc(SC)ccc1C(=O)Nc1ccc2c(c1)CCN2S(C)(=O)=O,4
O=C(NC1CCCCC1)C(c1cccs1)N(CC1CCCO1)C(=O)c1csnn1 (stereo not given),-4
COc1ccc2nc(C)[nH]c(=O)c2c1,-2
O=C(Cc1c[nH]c2ccccc12)Nc1nccs1,-7
CCOC(=O)c1c(NC(=O)c2ccc(C)c([N+](=O)[O-])c2)sc(C)c1C,-3
Clc1ccc(NC2=NCCCCC2)cc1,-3
O=C(CSc1cn(CCNC(=O)c2ccccc2)c2ccccc12)NCc1ccco1,-5
Cc1ccnc(SCCn2c(N3CCCCC3)nc3c2c(=O)n(C)c(=O)n3C)n1,-9
CC1CCN(C(=O)CSc2nnc(Cc3cccn3C)n2CCc2ccccc2)CC1,5
Cn1c(=O)c(=O)n(C)c2cc(S(=O)(=O)N3CCc4ccccc43)ccc21,-165
CC1CN(c2nc(-c3ccccc3)nc3ccccc23)CC(C)O1 (stereo not given),-8
COc1cccc(C2CC(c3ccc(Br)cc3)Nc3ncnn32)c1OC (stereo not given),-9
COc1ccc(S(=O)(=O)N2CCC(C)CC2)cc1Br,-4

Part of the list above in order of number of heavy atoms, falling:
Compound,14-3-3g Raf
COc1ccc(OC)c(NC(=O)CNC(=O)Cn2ccc3ccccc3c2=O)c1,1
COc1ccc(Cl)cc1NC(=O)CCS(=O)(=O)c1ccc(Br)cc1,-11
Cc1ccc(NC(=O)CNc2cccc(C)c2C)c(C)c1,0
